# Assay outcomes: PubChem, several laboratories
# HIV RNase H inh: HIV-1 RT RNase H inhibitors, primary screen, biochemical, fluorescence; Gag-Pol polyprotein (Human immunodeficiency virus type 1 group M subtype B (isolate …; RT-RNase H RNA/DNA duplex cleavage; inhibition, % at 10 µM; 65,000 compounds, 1.9% hits; in the data active = inhibition above about 50%
# RmlC RmlD mix: RmlC and RmlD coupled enzyme inhibitors, primary screen, biochemical, 384-well, compound mixtures, retest. RmlC/RmlD coupled enzyme inhibition, 384-well mixture HTS. inhibition, % at 5.5 µM. 110,000 compounds, 0.39% hits; in the data active = inhibition above about 30%, passing the limit was not always enough; inconclusive = no clear call, values can overlap the other calls; also: strong numbers were not always called active
# The depositor's hits bear a star; u = inconclusive; x = no result given. These rows are one share of the data (hit frequency here may not be typical).
Molecule	HIV RNase H inh	RmlC RmlD mix
CCC(C)NC(=O)CSc1nnc(-c2ccncc2)n1-c1ccc(OC)cc1 (stereo unspecified)	1	-11
CCOC(=O)c1cccc(NC(=O)CS(=O)(=O)Cc2nc(-c3cccc(OC)c3)oc2C)c1	-4	15
Cc1cnc(C(=O)OCC(=O)N(C(C)C)C(C)C)cn1	x	-7
COc1cccc(OCc2nc3ncc(Br)cc3[nH]2)c1	-2	-10
Cn1c(SCC(=O)c2cc3ccccc3o2)nnc1-c1ccccc1	6	12
COc1ccc(-n2c(=S)[nH]c3cc(C(=O)NCc4ccco4)ccc3c2=O)cc1OC	-2	-9
CNC(=O)COC(=O)c1cc(=O)[nH]c2ccccc12	x	21
CSc1ncc(Cl)c(C(=O)C(C#N)c2nc3c(C)cc(C)cc3c(=O)[nH]2)n1 (stereo unspecified)	-18	11
O=S(=O)(c1ccc(Cl)cc1)c1snnc1-c1ccccc1	x	-6
Cc1ccc(-c2nc(CS(=O)CC(=O)NCc3ccc(Cl)cc3)c(C)o2)cc1 (stereo unspecified)	-6	6
O=C(c1cccnc1)N1CCN(C(=O)c2cccs2)CC1	-3	3
CC(C)Oc1ccc(N2CC(C(=O)Nc3ccccc3F)CC2=O)cc1 (stereo unspecified)	-1	4
CC(=O)c1cccc(NC(=O)CSc2nnc(-c3cccnc3)o2)c1	x	-10
COC(=O)c1ccc(Oc2nc(N3CCCCC3)nc(N3CCOCC3)n2)cc1	-14	-1
O=C(CCN1C(=O)c2ccccc2C1=O)N1CCN(C(=O)c2ccccc2)CC1	-6	3
COC(=O)c1c(N)n(-c2cc(OC)cc(OC)c2)c2nc3ccccc3nc12	-2	x
CCn1c(SCC(=O)N(C(C)C)C(C)C)nnc1-c1cc2ccccc2cc1O	-3	4
CC(Cc1ccccc1)C(=O)Nc1ccccc1 (stereo unspecified)	x	0
O=C1C2CCCN2C(c2ccccc2F)N1c1ccc(F)cc1 (stereo unspecified)	-9	10
Cc1cccc(C(=O)NC2CCN(C(=O)N3CCOCC3)CC2)c1	x	-10
CC(C)CC1C(C#N)=C(N)Oc2n[nH]c(-c3ccccc3)c21 (stereo unspecified)	x	-13
CCOC(=O)c1ccccc1NC(=O)c1cc2sccc2n1C	1	-59
O=C(O)CN1CCNCC1	1	-1
CCNc1nc(NCC)nc(SCCOC(=O)Nc2ccccc2)n1	x	11
O=C(OCC#CCSc1nc2ccccc2s1)c1ccco1	-94	-12
Cc1ccccc1NCC(=O)N/N=C/C(Br)=C/c1ccccc1	x	-11
Cn1c(=O)c2c(nc(NCc3ccccc3)n2CC(=O)NCc2ccccc2)n(C)c1=O	2	-1
CCOC(=O)N1CCN(S(=O)(=O)c2ccc3c(c2)CCN3C(=O)C2CCC2)CC1	-8	-11
CC(Nc1n[nH]c(=S)[nH]c1=O)C(=O)OCc1ccccc1 (stereo unspecified)	53*	1
COc1ccc(-c2nnn(CC(=O)N(CCO)C(C(=O)NC3CCCC3)c3ccc(F)cc3)n2)cc1 (stereo unspecified)	-6	5

# Looked up above:
# `CC(Nc1n[nH]c(=S)[nH]c1=O)C(=O)OCc1ccccc1` (stereo unspecified) @ HIV RNase H inh: 53*
# `COc1cccc(OCc2nc3ncc(Br)cc3[nH]2)c1` @ RmlC RmlD mix: -10
# `CCOC(=O)c1ccccc1NC(=O)c1cc2sccc2n1C` @ RmlC RmlD mix: -59

# Remaining list, next part.
Molecule	HIV RNase H inh	RmlC RmlD mix
COC(=O)c1ccccc1NC(=O)c1nc2nc(C)cc(C)n2n1	-32	-17
Cc1occc1C(=O)n1nnc2ccccc21	-4	-71
CCn1nc(NC(=O)c2cccnc2)c2cc3cccc(C)c3nc21	11	x
COC(=O)C1=C(C)NC(=O)NC1c1ccsc1 (stereo unspecified)	x	-19
CC(C)Oc1ccc(/C(O)=C2/C(=O)C(=O)N(CCN3CCOCC3)C2c2ccccc2)cc1 (stereo unspecified)	2	-4
Cc1ccc(C(=O)Cn2c(C(=O)/C=C/c3ccccc3)nc3ccccc32)cc1	x	-8
CC(C)CC(=O)Nc1nnc(-c2ccco2)s1	x	-10
NC(=O)CC(NC(=O)Cc1ccc(Br)cc1)c1ccc(NCC2CC2)c([N+](=O)[O-])c1 (stereo unspecified)	x	22
COCCN(CC(=O)NCc1ccccc1)C(=O)CCC(=O)Nc1ccccn1	-10	-11
COc1ccc(NC(=O)c2[nH]c(C)c(C(C)=O)c2C)cc1Cl	-2	9
COc1ccc(-c2nc(CN3CCC(C(=O)NC4CCCc5ccccc54)CC3)c(C)o2)cc1OC (stereo unspecified)	9	x
CCOC(=O)C1CCN(C(=O)c2cn(C)c(=O)c3cc(OC)c(OC)cc23)CC1	4	3
CCOc1ccc(NS(=O)(=O)c2ccc(NS(=O)(=O)c3ccc(SC)cc3)cc2)cc1	x	9
O=S(Cc1cc(Oc2ccccc2)nc(-c2ccccc2)n1)c1ccccc1 (stereo unspecified)	x	-2
CC1Cc2ccccc2N1Cc1nc2cc(C(F)(F)F)ccc2c(=O)[nH]1 (stereo unspecified)	x	5
CCC1CCCCN1S(=O)(=O)c1ccc(NC(=O)CSc2ncccc2C(=O)O)cc1 (stereo unspecified)	-17	-5
FCCCOc1ccc(-c2nccc(-c3ccc(F)cc3)n2)cc1	x	-3
O=C(Nc1ccc2c(c1)OCCO2)C1CCN(S(=O)(=O)Cc2ccccc2)CC1	-19	-10
Cn1c(CNC(=O)c2ccc(Cl)c(Cl)c2)nnc1SCC(=O)Nc1sc2c(c1C#N)CCCC2	x	9
O=C1OCCC1Sc1nc2ccccc2n1Cc1ccccc1 (stereo unspecified)	-36	-11
Cn1c(=Nc2ccccc2)sc2ccccc21	x	-5
O=C1c2ccccc2C(=O)N1CCCOCc1c[nH]c(=O)[nH]c1=O	4	-14
CN1C(=O)NC(NC(=O)c2cccs2)(C(F)(F)F)C1=O (stereo unspecified)	3	5
Cc1ccc(NC2=Nc3ccccc3CS2)cc1	1	5
O=C(O)c1cccc(Cn2cc(Br)cn2)c1	5	x
COc1cc(C(=O)NC(=S)NCc2ccco2)cc(OC)c1OC	x	-5
OC(c1ccccc1)c1nccn1Cc1ccccc1 (stereo unspecified)	x	2
CCOC(=O)c1cnn(Cc2ccccc2)c1N	x	-12
C=CCn1c(O)c(C(C)=NCCO)c(=O)[nH]c1=O	x	5
CCn1ncc(Br)c1C(=O)Nc1nccs1	-14	-13

# An excerpt from above in order of SMILES length, smallest number first:
Molecule	HIV RNase H inh	RmlC RmlD mix
OC(c1ccccc1)c1nccn1Cc1ccccc1 (stereo unspecified)	x	2
CCn1nc(NC(=O)c2cccnc2)c2cc3cccc(C)c3nc21	11	x
COc1ccc(NC(=O)c2[nH]c(C)c(C(C)=O)c2C)cc1Cl	-2	9
O=C1c2ccccc2C(=O)N1CCCOCc1c[nH]c(=O)[nH]c1=O	4	-14
O=C(Nc1ccc2c(c1)OCCO2)C1CCN(S(=O)(=O)Cc2ccccc2)CC1	-19	-10

# More results follow.
Molecule	HIV RNase H inh	RmlC RmlD mix
Cc1cc[n+](CC(=O)Nc2cc(C(F)(F)F)ccc2Cl)cc1	x	14
Cc1nc2c(Br)c3nc(C(F)(F)F)[nH]c3c(Br)c2[nH]1	-17	3
COc1ccc(C)cc1NC(=O)Nn1cnnc1	x	71
CCN(CC)c1ccc(CN2CCCCCC2)cc1	x	12
CS(=O)(=O)Nc1ccc(C(=O)NCCc2ccccc2)cc1	-3	4
O=C(Nc1ccc2c(c1)OCO2)c1cnn2cccnc12	-30	-4
Cn1nnc(NC(=O)c2ccc3ccccc3c2)n1	x	7
CC(Sc1nnc(C(F)(F)F)n1C)C(=O)NC(N)=O (stereo unspecified)	x	10
COc1cccc(C2CC(C(F)(F)F)n3ncc(C(=O)NC(C)(C)C)c3N2)c1 (stereo unspecified)	x	-3
CCOc1ccccc1NC(=O)CN1C(=O)COc2ccc(Cl)cc21	3	3
CC(C)(C)NC(=O)C1CCN(C(=O)c2ccc(-c3ccccc3)cc2)CC1	x	-4
COc1nc(OCC#N)nc(N(C)C)n1	x	3
CCN(CC)C(=O)C1CC(=O)N(c2ccc(F)c(Cl)c2)C1 (stereo unspecified)	-27	8
O=C(NC1CC1)C1=C[C@H](c2ccc3c(c2)OCO3)C[C@H](OCc2ccc(CO)cc2)O1	x	-9
COc1ccc(S(=O)(=O)Nc2cccc(SC)c2)cc1OC	-12	-8
COc1cc2[nH]c(=O)n(CCCCCC(=O)NCCc3c[nH]c4ccccc34)c(=O)c2cc1OC	x	-5
Cc1ccc(C2C(/C=C3/SC(=S)NC3=O)=C(c3cccs3)Oc3ccccc32)cc1 (stereo unspecified)	x	15
COc1ccc(CCC(C(O)C(F)(F)F)S(=O)c2ccccc2)cc1 (stereo unspecified)	-10	5
COCCn1c(C)cc(C(=O)COC(=O)C23CC4CC(CC(O)(C4)C2)C3)c1C	-2	-15
COC(=O)C1CCN(C(=O)COC(=O)CC(NC(N)=O)c2ccc(Cl)cc2)CC1 (stereo unspecified)	-3	-4
COc1ccc2nc(NC(=O)C3COc4ccccc4O3)sc2c1 (stereo unspecified)	-4	-12
N#Cc1c(N)nc2c3c(sc(=N)c2c1N)NC(=O)CC3c1c(F)cccc1Cl (stereo unspecified)	x	-12
Cc1ccccc1NC(=O)OCCN1CCN(Cc2ccccc2)CCC1=O	x	5
O=C(Nc1nc(-c2ccc(S(=O)(=O)N3CCCC3)cc2)cs1)c1cccs1	12	-7
COc1ccc(-n2nnnc2-c2cccnc2)cc1	-5	13
COC(=O)C1C(O)=C(C=NCC(C)N=CC2=C(O)C(C(=O)OC)C(C)(C)CC2=O)C(=O)CC1(C)C (stereo unspecified)	4	9
COC(=O)C1=CN(C)C=C(C(=O)OC)C1c1ccsc1	-36	17
CCCN(CCC)C1CCc2cccc(O)c2C1 (stereo unspecified)	x	15
Cc1ccc(C(=O)NC(=S)Nc2ccccc2C(F)(F)F)cc1	x	6
CCOC(=O)N1CCC(N2Cc3cccc(C(=O)NCc4ccccn4)c3C2=O)CC1	-1	-11

# Part of the list above in a different format.
# Results follow in this order: HIV RNase H inh, RmlC RmlD mix
> COc1nc(OCC#N)nc(N(C)C)n1
  x, 3
> O=C(NC1CC1)C1=C[C@H](c2ccc3c(c2)OCO3)C[C@H](OCc2ccc(CO)cc2)O1
  x, -9
> COC(=O)C1=CN(C)C=C(C(=O)OC)C1c1ccsc1
  -36, 17
> CS(=O)(=O)Nc1ccc(C(=O)NCCc2ccccc2)cc1
  -3, 4
> COc1ccc2nc(NC(=O)C3COc4ccccc4O3)sc2c1 (stereo unspecified)
  -4, -12
> COc1cc2[nH]c(=O)n(CCCCCC(=O)NCCc3c[nH]c4ccccc34)c(=O)c2cc1OC
  x, -5

# Compounds from the list above with a COOH group (3):
Molecule	HIV RNase H inh	RmlC RmlD mix
O=C(O)CN1CCNCC1	1	-1
CCC1CCCCN1S(=O)(=O)c1ccc(NC(=O)CSc2ncccc2C(=O)O)cc1 (stereo unspecified)	-17	-5
O=C(O)c1cccc(Cn2cc(Br)cn2)c1	5	x

# Next section
Molecule	HIV RNase H inh	RmlC RmlD mix
O=C(Nc1ccc(F)cc1)Nc1nnc(-c2ccncc2)s1	x	-4
CCN(CC(=O)NCc1ccc(F)cc1)C(=O)C1CCN(C(=O)Nc2ccccc2)CC1	0	-12
CCn1nc(-c2ccccc2)c2nc3ccccc3nc21	-26	4
CC1(C)C(C(=O)NN2C(=O)c3ccccc3C2=O)C1(C)C	x	-13
CC1CCCC/C1=N\NS(=O)(=O)c1ccc(Br)cc1 (stereo unspecified)	x	-13
CC(CCc1ccccc1)NC(=O)c1cc2sccc2n1C (stereo unspecified)	-7	8
COc1ccc(C(=O)NCCn2ccc3ccccc32)cc1OC	-10	-8
COCCn1c(SC(C)C(=O)Nc2ccc3c(c2)OCCO3)nc2ccccc2c1=O (stereo unspecified)	1	-7
CCn1c2ccccc2c2cc(NC(=O)N3CCOCC3)ccc21	5	-12
Cc1ccc2c(c1)N(Cc1ccncc1)C(=O)C(C)O2 (stereo unspecified)	-11	0
O=C1C(c2ccc(F)cc2)N(CC2COc3ccccc3O2)C(=O)CN1C1CCCCC1 (stereo unspecified)	x	-7
Fc1ccc(NC(=S)N2CCCc3ccccc32)cc1	x	-9
COC(=O)/C(=C\c1ccc([N+](=O)[O-])o1)NC(=O)c1ccccc1	x	u
CCOC(=O)c1c(NC(=O)Cn2nc([N+](=O)[O-])c(Br)c2C)sc2c1CCC(C)C2 (stereo unspecified)	x	15
CC1(OC(=O)C2CCCC2)C(=O)C=C2C=C(C3CC3)OC=C2C1=O (stereo unspecified)	x	-13
CCCn1nnc(NC(=O)COc2ccc(Cl)cc2)n1	-1	-11
OCCN1CCN(c2nc(N3CCCCC3)nc(N3CCCCC3)n2)CC1	-4	4
Cc1ccc(-n2c(CNc3ccc(F)cc3)nnc2SCC(=O)NCc2ccco2)cc1	-2	5
Nc1cc(=O)[nH]c(SCC(=O)Nc2cc(Cl)cc(Cl)c2)n1	x	-3
Cc1nnc(NC(=O)NCN2C(=O)C3C4C=CC(C4)C3C2=O)s1 (stereo unspecified)	-6	-8
CN(C(=O)CSc1nc2ccccc2n1CCc1ccccc1)C1CCS(=O)(=O)C1 (stereo unspecified)	86*	10
CCOC(=O)N1CCC(N2C(=O)c3ccccc3C2Nc2ccccc2C)CC1 (stereo unspecified)	-1	12
COc1ccc(N(CC(=O)NCc2cccnc2)S(=O)(=O)c2c(C)nn(C)c2C)cc1	-5	7
